HKDC1 inhibitor: HKDC1 hexokinase inhibitors, primary screen, biochemical, fluorescence, uHTS | inhibition, % at 20 µM | recombinant HKDC1, G6PDH/diaphorase resazurin coupled fluorescence | actives 0.16% (n = 340,000);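 active = inhibition above about 35% when tested at 20 µM, limit read from the data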;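 also: plate controls were DMSO wells with enzyme for no effect and DMSO wells lacking enzyme for full effect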
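Test system: recombinant HKDC1 (HK5) hexokinase enzyme, produced in-house / Doses: 20 µM test compound, 1% DMSO / Timing: 90 min, room temperature / Detection: G6PDH/diaphorase-coupled fluorescence, 1 mM NADP, 100 µM resazurin, 525/613 nm / Control set: DMSO wells with and without enzyme mix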
SENP8 block-1: SENP8 protease inhibitors, primary screen, biochemical, luminescence | actives 1.2% (n = 330,000) | AID 2540, 2010 | purified SENP8, Z-RLRGG-aminoluciferin cleavage | inhibition, % at 10 µM; in the data active = inhibition above about 50%
Target sequence (Q96LD8 whole entry, looked up): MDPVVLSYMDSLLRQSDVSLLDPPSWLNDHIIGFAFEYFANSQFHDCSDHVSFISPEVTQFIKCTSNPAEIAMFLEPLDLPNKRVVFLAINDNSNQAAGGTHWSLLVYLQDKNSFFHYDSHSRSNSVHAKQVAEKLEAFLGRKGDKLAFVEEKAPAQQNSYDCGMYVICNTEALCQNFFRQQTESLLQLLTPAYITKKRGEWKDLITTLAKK
UBC13 inh: UBC13 polyubiquitin chain formation inhibitors, primary screen, biochemical, TR-FRET, uHTS. actives 0.47% (n = 330,000). inhibition, % at 20 µM. Ubiquitin-conjugating enzyme E2 N (Homo sapiens), P61088; in the data active = inhibition above about 45%, passing the limit was not always enough
Target sequence (P61088 whole entry, looked up): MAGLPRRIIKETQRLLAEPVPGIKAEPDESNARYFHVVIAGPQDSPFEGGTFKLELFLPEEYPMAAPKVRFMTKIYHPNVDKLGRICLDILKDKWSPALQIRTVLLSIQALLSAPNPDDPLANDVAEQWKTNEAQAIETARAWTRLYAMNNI
beta cell repl: inducers of MIN6 beta-cell proliferation, primary screen, ATP luminescence, uHTS; MIN6 cells proliferation, ATPlite luminescence, 48 h; cells starved in 0.2% serum; 100% = growth in 10% serum; proliferation, % at 10 µM; actives 0.29% (n = 330,000); AID 2380, 2010;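 active = compounds whose signal lies at least 3.5 SD above the mean of all wells on their plate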;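 also: 0% = DMSO-treated cells in low-serum medium and 100% = 10% serum control; some compounds called inactive have numbers as strong as hits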
SENP1 FRET inh: human SENP1 catalytic domain inhibitors, primary screen, biochemical, FRET, uHTS; Sentrin-specific protease 1 (Homo sapiens), Q9P0U3; inhibition, % at 10 µM; actives 0.21% (n = 360,000); AID 624204, 2012; recombinant SENP1 catalytic domain, CyPet-SUMO1-YPet FRET cleavage;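 active = inhibition at least 30% at 10 µM, raw YFP signal under a set limit, fluorescence ratio 0.5 to 1.5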;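 also: 0% = enzyme with DMSO and 100% = no enzyme wells; some results filed as inactive read as strong as hits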
Target sequence (Q9P0U3 419-644 limits assumed): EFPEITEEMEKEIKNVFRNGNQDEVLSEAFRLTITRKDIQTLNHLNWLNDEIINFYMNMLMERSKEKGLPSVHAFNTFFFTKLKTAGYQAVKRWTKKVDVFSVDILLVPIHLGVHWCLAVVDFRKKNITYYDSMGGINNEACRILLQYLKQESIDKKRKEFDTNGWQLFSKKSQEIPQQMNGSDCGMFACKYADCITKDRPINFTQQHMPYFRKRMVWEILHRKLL
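Test system: recombinant human SENP1 catalytic domain, His6-tagged / Medium: pH 8 Tris buffer with EDTA, NaCl, BME, BSA, NP40, catalase / Also added: SUMO1 FRET substrate flanked by Cypet and Ypet, 25 nM / Times: 50 min reaction at room temperature / Signal: FRET, CFP and YFP emission / Control set: no-enzyme low control and enzyme-plus-DMSO high control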
SENP8 block-2: human SENP8 protease inhibitors, primary screen, biochemical, fluorescence, Nedd8 protein substrate, uHTS; Sentrin-specific protease 8 (Homo sapiens), Q96LD8; actives 0.64% (n = 360,000); recombinant SENP8; AID 602440, 2012; inhibition, % at 20 µM; in the data active = inhibition mostly above about 40%, no sharp cut-off; inactive = mostly below about 27%
SENP6 block: SENP6 protease inhibitors, primary screen, biochemical, luminescence, uHTS; Sentrin-specific protease 6 (Homo sapiens), Q9GZR1; Recombinant SENP6 catalytic domain, aminoluciferin luminescence; inhibition, % at 10 µM; actives 1.8% (n = 330,000); AID 2599, 2010;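 active = inhibition above about 50% at the single tested dose, limit read from the data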;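 also: plate controls were DMSO wells with enzyme for no effect and DMSO wells lacking enzyme for full effect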
PfG6PD inh: PfG6PD enzyme inhibitors, primary screen, biochemical, fluorescence intensity, uHTS | PfGluPho enzyme, NADPH resazurin-diaphorase fluorescence | actives 0.78% (n = 350,000) | AID 504690, 2011 | inhibition, % at 20 µM | glucose-6-phosphate dehydrogenase-6-phosphogluconolactonase (Plasmodium falciparum 3D7);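 active = inhibition reaching at least a set limit at 20 µM in the primary screen, cut at about 59% in these data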;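 also: 0% = DMSO wells with substrate and 100% = DMSO wells lacking glucose-6-phosphate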
SENP7 inh: SENP7 protease inhibitors, primary screen, biochemical, luminescence, uHTS | Sentrin-specific protease 7 (Homo sapiens), Q9BQF6 | recombinant SENP7, Z-RLRGG-aminoluciferin luminescence, 40 min | inhibition, % at 5 µM | actives 1.5% (n = 330,000);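 active = inhibition above about 50% at the single test dose, limit read from the data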;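 also: plate controls were DMSO with enzyme for no effect and no enzyme buffer wells for full effect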
Target sequence (Q9BQF6 706-1050 limits assumed): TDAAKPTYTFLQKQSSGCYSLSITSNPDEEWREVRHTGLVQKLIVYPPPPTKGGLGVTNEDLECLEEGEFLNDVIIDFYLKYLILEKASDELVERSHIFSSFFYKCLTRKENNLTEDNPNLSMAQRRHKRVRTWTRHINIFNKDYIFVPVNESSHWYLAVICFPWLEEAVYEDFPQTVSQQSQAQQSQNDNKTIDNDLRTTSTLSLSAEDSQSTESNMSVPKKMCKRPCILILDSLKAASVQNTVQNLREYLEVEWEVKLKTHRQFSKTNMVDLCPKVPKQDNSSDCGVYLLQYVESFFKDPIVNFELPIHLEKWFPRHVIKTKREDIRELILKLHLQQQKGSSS
* = called active by the depositor; · = no result given.

SMILES	HKDC1 inhibitor	SENP8 block-1	UBC13 inh	beta cell repl	SENP1 FRET inh	SENP8 block-2	SENP6 block	PfG6PD inh	SENP7 inh
COCCNC(=O)Cn1c(=O)n(Cc2ccc(C(=O)NCc3ccco3)cc2)c(=O)c2ccccc21	-5	-2	2	1	2	16	-11	-7	-4
CCN(CC)c1nc(OC)nc(-n2nnc(C(C)=O)c2C)n1	-2	-3	6	-4	0	19	2	-19	6
O=C(Nc1cnn(Cc2ccccc2)c1)NC12CC3CC(CC(C3)C1)C2	2	-6	-2	-1	-3	30	-13	14	-2
COc1ccc2c(c1OC)C(=O)OC2Nc1nc(-c2ccc([N+](=O)[O-])cc2)cs1 (stereo not given)	-1	-12	-12	-2	12	-11	-15	6	-6
CCC[C@@H](CN1CCC[C@H]1CN1C(N)=NC[C@H]1C(C)C)N1C[C@@H]([C@H](C)CC)N(CCCC2CCCC2)C1=N	-4	-7	53*	2	2	7	8	-7	14
CCOc1ccc(-n2nnnc2SCC(=O)Nc2cccc(O)c2)cc1	0	2	-1	-3	1	8	-21	-3	3
NS(=O)(=O)c1ccc(CCNC(=O)CCCC2=NS(=O)(=O)c3ccccc3N2)cc1	4	-6	3	1	2	8	-13	-23	-3
Cc1ccc(C)c(/C(O)=C2\C(=O)C(=O)N(Cc3cccnc3)C2c2cccnc2)c1 (stereo not given)	20	-15	-5	-2	-2	18	-20	-8	-3
Nc1c(C(=O)NCC2CCCO2)c2nc3ccccc3nc2n1/N=C/c1ccncc1 (stereo not given)	-1	·	·	·	-39	-99	·	14	·
Cc1cc(C)c(S(=O)(=O)NCC(=O)NCc2cc(=O)n(C)c(=O)n2C)c(C)c1	-2	-10	-9	-5	2	13	-10	5	-10
CS(=O)(=O)c1nc(-c2ccccc2)cc(-c2ccccc2)c1C#N	9	-3	6	-4	0	-63	-4	-32	7
O=C(NNC(=O)C1C2CCCCC21)c1coc(=O)c(Br)c1 (stereo not given)	5	0	-3	-1	-41	-442	1	4	2
NCCCn1c(C(=O)c2ccc(Cl)cc2)c2ccc([N+](=O)[O-])cc2[n+]1[O-]	7	-3	-20	-7	-9	4	-7	12	3
Cc1cc(NC(=O)c2ccc3c(c2)C(=O)N(CCC(C)C)C3=O)no1	-2	-4	-6	-2	0	21	-2	16	12
CC(NCC(O)COCc1cccs1)C1CC2CCC1C2 (stereo not given)	0	5	2	-1	0	16	-3	3	1
O=C(CSc1nc(-c2ccco2)cc(C(F)(F)F)n1)Nc1ccc(C(=O)N2CCCCC2)cc1	-3	10	0	-6	0	-17	-6	7	2
CC(C)c1onc(C(=O)NC(C)c2ccccc2)c1[N+](=O)[O-] (stereo not given)	9	-4	-5	-3	1	10	-5	0	-12
O=C(Nc1ccc(Cl)cc1)C1C2C=CC3(O2)C1C(=O)N(CCN1CCCCC1)C3C(=O)NC1CCCCC1 (stereo not given)	-6	-1	6	-2	-3	10	-9	6	0
COC(=O)c1cc(C(=O)OCC(=O)NC(=O)c2ccccc2)cc([N+](=O)[O-])c1	-6	3	-2	0	4	4	-13	1	-13
O=C(c1ccccc1)N1CCN(C(=O)c2ccc(OC(F)(F)F)cc2)CC1	2	-5	-1	-1	2	25	-9	3	9
CN(C)C(CNC(=O)CNC(=O)Cc1cccc2ccccc12)c1ccccc1 (stereo not given)	-4	-1	4	-2	0	7	-9	-13	6
O=C(CCNC(=O)Cn1ccc2ccccc2c1=O)NCCc1ccc(Cl)cc1	-16	-5	20	-1	2	-9	-22	6	5
CC(=O)c1sc2nc(CSc3nncn3C)[nH]c(=O)c2c1C	-3	2	-5	0	14	-311	5	13	-1
CN(c1ccccc1)S(=O)(=O)c1ccc(C(=O)N2CCCC2)cc1	-7	8	6	-3	2	20	9	5	6
CCOc1ccc(CC(=O)Nc2c(C(N)=O)oc3ccccc23)cc1OCC	-4	-8	-7	1	-1	6	-30	1	-15

Whole records from above:
Profile of `CC(NCC(O)COCc1cccs1)C1CC2CCC1C2` (stereo not given) : HKDC1 inhibitor = 0; SENP8 block-1 = 5; UBC13 inh = 2; beta cell repl = -1; SENP1 FRET inh = 0; SENP8 block-2 = 16; SENP6 block = -3; PfG6PD inh = 3; SENP7 inh = 1
Profile of `COC(=O)c1cc(C(=O)OCC(=O)NC(=O)c2ccccc2)cc([N+](=O)[O-])c1` : HKDC1 inhibitor = -6; SENP8 block-1 = 3; UBC13 inh = -2; beta cell repl = 0; SENP1 FRET inh = 4; SENP8 block-2 = 4; SENP6 block = -13; PfG6PD inh = 1; SENP7 inh = -13

Next results.
SMILES	HKDC1 inhibitor	SENP8 block-1	UBC13 inh	beta cell repl	SENP1 FRET inh	SENP8 block-2	SENP6 block	PfG6PD inh	SENP7 inh
CC1=C(OC(=O)c2ccccc2)C(C)(C)C(c2ccccc2)OC1=O (stereo not given)	4	1	-6	-1	1	16	-15	-3	1
CCn1c(=O)c(C(=O)NCc2ccccn2)c(O)c2ccccc21	-2	-1	32	-3	3	-23	-3	-6	2
Cc1nc(Cl)c(C(=O)NC(=O)NCc2ccccc2)c(C)c1Cl	-3	-2	-7	-2	0	26	0	6	7
COc1cccc(NC(=O)CSc2nc3c(sc4ccccc43)c(=O)n2CCCN2CCCC2)c1	-3	4	35	-8	2	-215	2	-1	0
O=C(CO)N/N=C/c1c2ccccc2cc2ccccc12	7	-3	-3	-1	-92	-20	18	-6	6
COc1cccc(-c2cc(C(=O)NCc3ccco3)no2)c1	-4	-19	3	-1	1	16	22	8	11
CC(Sc1nc(-c2ccc(F)cc2)cs1)C(=O)N1c2ccccc2CC1C (stereo not given)	-13	6	5	-6	-4	17	5	10	5
CC(=O)c1ccc(NC(=S)NC2CCCC(C)C2C)cc1 (stereo not given)	2	6	22	-2	3	20	-10	11	6
COc1ccc(OC)c(Cc2nnc(CCC(=O)NC3CCCCC3)o2)c1	-1	-2	4	0	0	11	4	-1	3
COc1ccc(NS(=O)(=O)c2ccc(N3CCN(CCO)CC3)c([N+](=O)[O-])c2)cc1	-9	1	-9	-5	-1	16	-9	-12	-2
COc1ccccc1C(C)NC(=O)CCNC(=O)c1ccc(Cl)cc1 (stereo not given)	-5	-16	-4	-1	2	0	-11	4	-18
CCOC(=O)C1(CCCc2ccccc2)CCN(C(=O)CCCn2cncn2)CC1	-2	-7	-4	4	3	4	2	-11	-6
O=C(Nc1ccc(F)cc1)N1CCN2C(=O)c3ccccc3C12c1ccccc1 (stereo not given)	3	-3	2	0	2	18	-13	-5	0
Cc1ccc(OC(=O)c2cccc(C(=O)Oc3ccc(C)cn3)n2)nc1	·	0	40	2	·	·	-16	·	0
Cc1cc(C)c(NC(=O)CSc2nc3ccc(N4C(=O)c5ccccc5C4=O)cc3s2)c(C)c1	-7	0	-15	-2	-1	3	-21	12	-2
C=C(C)CSc1[nH]c(=O)cc(C)c1C#N	12	-1	7	-3	1	-111	-22	-2	3
CC1(C)CC(=O)C2=C(C1)Nc1ccccc1N(C(=O)C1CC1)C2c1ccco1 (stereo not given)	9	-3	-6	-3	2	-140	-6	-5	0
COc1ccc(-n2c(COc3ccccc3)nnc2SCc2ccc(C#N)cc2)cc1	1	6	10	-2	3	19	-5	-3	1
O=S(=O)(c1cccs1)N1CN(CC2CCCO2)c2nc3ccccc3nc21 (stereo not given)	16	-12	6	0	-20	-294	-17	11	-9
NC(=O)CC(NC(=O)Cc1cccc2ccccc12)c1ccc(NC2CCCC2)c([N+](=O)[O-])c1 (stereo not given)	-1	·	·	·	2	25	·	10	·
COc1ccc2[nH]c(=O)c(CN(Cc3cccs3)S(=O)(=O)c3c(C)ccc4nsnc34)cc2c1	-6	-6	-5	-4	-6	-50	-15	3	-13
CCOCCn1cnc2sc(C(=O)Nc3nc(C)c(C(=O)OCC)s3)c(C)c2c1=O	·	79*	1	-3	·	·	53*	·	83*
Cc1nnc(C)n1/N=C/c1ccccn1	-4	14	-3	-2	0	24	-8	3	9
CC(C)COc1ccc(-c2nn(-c3ccccc3)cc2C(=O)Nc2nccs2)cc1	1	-11	-7	-3	2	7	0	12	2
Cc1c(NC(=O)c2ccc([N+](=O)[O-])o2)cccc1-c1nc2ncccc2o1	1	3	-7	0	0	33	1	11	2

Other results.
SMILES	HKDC1 inhibitor	SENP8 block-1	UBC13 inh	beta cell repl	SENP1 FRET inh	SENP8 block-2	SENP6 block	PfG6PD inh	SENP7 inh
COc1cc2c(cc1OC)CN(C(=O)CSc1nnc3scc(-c4ccccc4)n13)CC2	-2	0	2	-4	1	-77	5	-4	-4
COc1cc(C(=O)N2CCC(n3c(C)nc4cc(F)ccc43)CC2)cc(OC)c1OC	-7	-3	-8	-3	0	-2	-2	6	-3
O=C(Nc1cccc(C(F)(F)F)c1)c1cccnc1N1CCCC1	-7	-10	0	-2	0	-249	-18	5	-11
CCN(Cc1ccccc1)C(=O)c1ccc(NC(=O)c2ccc(OC)cc2)cc1	3	4	-10	-4	-1	1	10	1	-8
COc1cc(NC(=O)OCc2ccccc2)c2ncccc2c1	7	·	·	·	1	-44	·	1	·
N/C(=N\O)c1ccc(Cl)cc1Cl	-1	7	-1	-3	1	0	-10	-11	8
Cc1ccccc1N1C(=O)N(c2cccc(C(F)(F)F)c2)C2CS(=O)(=O)CC21 (stereo not given)	-2	1	6	1	1	4	-1	11	4
COc1ccccc1S(=O)(=O)Nc1cc(C)nn1-c1ccc(C)cc1	-4	1	3	-3	-15	-38	-7	38	5
Nc1cccc(-c2nc3ncccc3o2)c1	0	2	1	-1	-2	-301	-8	0	5
Cc1oc(-c2ccccc2F)nc1CS(=O)(=O)CC(=O)N1CCOCC1	-4	9	-2	-1	1	17	-27	-6	1
Cc1ccc(C=Nc2ccc(N(C)C)cc2)o1	15	-33	-5	-7	3	45*	11	50	14
CCCCCN(C(=O)CCC(=O)OCCOc1ccc(OCC)cc1)c1c(N)n(CCCC)c(=O)[nH]c1=O	-1	6	7	2	2	14	-11	2	-2
CC(C)c1ccc(OCC(=O)Nc2ccccc2C(=O)N2CCOCC2)cc1	-2	-4	-5	-2	1	7	3	-3	13
COc1cccc(-c2nnc(NC(=O)c3ccc(S(=O)(=O)N4CCOCC4)cc3)o2)c1	-5	1	-21	-3	0	27	-9	-9	5
Nc1[nH]c(=S)[nH]c(=O)c1-c1ccccc1	-3	4	12	0	1	36	5	9	-5
CN(C(=O)c1ccc(NC(=O)Cc2ccc(NC(=O)C3CCN(C(=O)C4CC4)CC3)cc2)cc1)C1CCCC1	-2	·	·	·	1	6	·	-22	·
O=C(N/N=C\c1ccc(F)cc1)c1cc(OCC(F)(F)F)ccc1OCC(F)(F)F	-12	-4	6	-1	-1	12	-29	9	-4
Cc1ccc(NC(=O)c2cc(N3C(=O)C=CC3=O)ccc2N2CCOCC2)cc1Cl	-5	·	·	·	2	-2	·	74*	·
Cn1c(=O)cc(Nc2ccccc2)[nH]c1=O	-5	-1	0	0	-5	21	8	-2	-1

From PubChem BioAssay
